Screening results from PubChem BioAssay.
Bim-Mcl-1: inhibitors of Bim-Mcl-1 interaction, human. Q07820. Bead-based flow cytometry, Bim peptide-Mcl-1 binding. inhibition, % at 10 µM. 190,000 tested, 0.1% active. AID 1009;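 also: 0% = no compound tracer wells and 100% = peptide blocker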
RGS8-Gao: modulates binding of RGS8 to human Galphao | P09471 | multiplexed bead flow cytometry; actives lie on both sides | response (percent of control binding), % at 10 µM | 220,000 tested, 0.34% active | AID 1423; in the data active = response below about 60% or above about 140%; inactive = in between;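 also: Galphao activated as the GDP aluminium fluoride complex binding bead-coupled RGS8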
Target sequence (P09471 whole entry, looked up): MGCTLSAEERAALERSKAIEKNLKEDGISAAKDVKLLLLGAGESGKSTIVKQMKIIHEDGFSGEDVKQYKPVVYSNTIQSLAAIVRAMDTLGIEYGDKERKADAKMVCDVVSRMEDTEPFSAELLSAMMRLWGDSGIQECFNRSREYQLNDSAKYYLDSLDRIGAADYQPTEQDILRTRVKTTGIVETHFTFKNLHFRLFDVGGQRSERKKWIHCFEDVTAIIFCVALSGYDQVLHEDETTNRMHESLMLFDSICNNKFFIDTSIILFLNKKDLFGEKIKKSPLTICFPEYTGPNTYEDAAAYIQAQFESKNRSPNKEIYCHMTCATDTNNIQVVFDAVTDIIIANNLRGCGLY
Bcl-2 Bim block: human Bim-Bcl-2 interaction inhibition; 190,000 tested, 0.06% active; P10415; inhibition, % at 10 µM; Bead-based flow cytometry, Bim peptide-Bcl-2 binding; in the data active = inhibition above about 40%; inconclusive = no clear call, values can overlap the other calls;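 also: 0% = no compound wells with probe peptide and 100% = reference peptide inhibitor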
RGS4-Gao reg: modulates binding of RGS4 to human Galphao; 220,000 tested, 0.33% active; binding response (% of control), % at 10 µM; Multiplexed bead flow cytometry; actives lie on both sides; P09471; in the data active = binding response below about 49% or above about 150%; inactive = in between;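 also: fluorescent Galphao activated with aluminum fluoride binding bead-coupled RGS4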
Bim-Bcl-B: disrupts Bim peptide binding to human Bcl-B | Q9HD36 | bead-based flow cytometry | inhibition, % at 10 µM | 190,000 tested, 0.073% active | AID 951;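 also: 0% = tracer peptide without compound and 100% = reference inhibitor peptide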
ABCG2 block: blocks JC-1 efflux by human ABCG2 transporter; inhibition, % at 6.6 µM; AID 1325; 190,000 tested, 0.1% active; IgMXP3 cells, flow cytometry; Q9UNQ0;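 active = inhibition above 80%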;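 also: 0% = DMSO and 100% = nicardipine control wells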
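Times: 10 min at 25 °C | Test system: Two drug-resistant human cell lines, ABCG2 and ABCB1 | Quantity: 3 million cells/mL final, two lines in 1:1 ratio | Signal: Flow cytometry, 530 nm JC-1 signal | Dosing: Compound at 6.6 µM | Controls: Nicardipine and DMSO wells | Reagent: JC-1 as fluorescent efflux pump substrate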
Bfl-1 Bim block: human Bim-Bfl-1 interaction inhibition. 190,000 tested, 0.12% active. Bead-based flow cytometry, Bim-Bfl-1 binding inhibition. AID 1008. inhibition, % at 10 µM;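 also: 0% = wells without compound plus tracer and 100% = blocker peptide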
RGS7-Gao: human RGS7-Galphao interaction regulation; P09471; Multiplexed bead flow cytometry, RGS7-Galphao binding; actives lie on both sides; binding response (% of control), % at 10 µM; 220,000 tested, 0.35% active; AID 1439; in the data active = binding response below about 49% or above about 150%; inconclusive = no clear call, values can overlap the other calls; inactive = in between;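 also: fluorescent Galphao held in activated GDP-AlF4 state binding bead-coupled RGS7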
Bim-Bcl-XL: disrupts Bim peptide binding to human Bcl-XL; bead flow cytometry, fluorescence; 190,000 tested, 0.04% active; inhibition, % at 10 µM; Q07817
ABCB1 inh: inhibitors of human ABCB1 transporter, ABCG2 counter-screen; P08183; AID 1326; inhibition, % at 6.6 µM; CCRF-Adr cells, JC-1 efflux, flow cytometry; 190,000 tested, 0.067% active; in the data active = inhibition above about 40%;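 also: 0% = vehicle and 100% = reference inhibitor; higher value means more JC-1 retained so stronger ABCB1 efflux block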
Bcl-W Bim block: inhibitors of Bim-Bcl-W interaction, human; Q92843; bead-based flow cytometry, Bim peptide-Bcl-W binding; inhibition, % at 10 µM; 190,000 tested, 0.02% active; AID 952;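 also: 0% = bound tracer without compound and 100% = peptide blocker; higher means less fluorescent Bim peptide bound to Bcl-W beads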
Starred values were filed as active, the others as inactive; ? = inconclusive. Rule as the data show it, unless noted: active = inhibition above about 40%.

SMILES	Bim-Mcl-1	RGS8-Gao	Bcl-2 Bim block	RGS4-Gao reg	Bim-Bcl-B	ABCG2 block	Bfl-1 Bim block	RGS7-Gao	Bim-Bcl-XL	ABCB1 inh	Bcl-W Bim block
Cc1sc2ncnc(N3CCN(c4ncccn4)CC3)c2c1C	3	98	1	94	2	5	0	94	3	1.1	1
O=C(Nc1ccc2snnc2c1)Nc1cccc2ccccc12	4	103	-3	102	-5	1	-6	102	0	0.2	2
COCc1cc(C)nc(Oc2ccccc2)c1C#N	0	102	-1	102	0	2	-4	101	0	0.1	-2
O=c1cc(-c2ccccc2Cl)oc2cccc(O)c12	-1	105	1	95	-5	17	-1	93	0	0.6	-2
NS(=O)(=O)c1ccc(CCNC(=O)CSc2ccsc2[N+](=O)[O-])cc1	5	106	5	104	0	0	0	101	1	-0.2	5
COc1ccc(CCN=C(N)Nc2nc(C)cc(C)n2)cc1	-1	105	-2	107	-3	3	-4	105	-1	-0.1	-1
S=C(NCCc1ccccc1)N1CCN(C2CCCCC2)CC1	0	98	0	99	-6	3	-3	?	-2	0.7	1
CC(c1nnc(SCC(=O)Nc2sccc2C#N)n1-c1ccc(Cl)cc1)N(C)C (stereo unspecified)	-1	99	-3	91	-3	3	-2	93	-1	0.9	-1
COc1ccc(OCCn2c(C)c(/C=N/n3cnnc3)c3ccccc32)cc1	-2	112	1	114	1	6	-1	112	-2	1.1	-1
O=S(=O)(Nc1cccc2c1ccc1cccn12)c1cccs1	3	101	0	104	1	0	2	108	0	-0.1	2
O=C(NCCCn1ccnc1)c1cc(C(=O)C2CCCCC2)c[nH]1	-2	101	-2	102	-2	3	-5	?	-2	0.1	-2
O=C(CCS(=O)(=O)c1ccc(Br)cc1)Nc1ccc2c(c1)OCO2	-7	109	0	100	1	14	8	104	-4	1.6	-4
CCn1cc(C(=O)OCC(=O)Nc2c(C)n(C)n(-c3ccccc3)c2=O)c(=O)c2ccc(C)nc21	-3	96	-9	101	-11	5	-13	100	-8	0.5	-1
Cc1ccc(C2=[N+]([O-])C3(CCCCC/C3=N\NC(N)=S)N(O)C2(C)C)o1 (stereo unspecified)	0	87	3	94	5	2	2	95	1	-0.1	6
Cc1ccc2c(Cl)cc(Cl)c(OCC(=O)Nc3cc(S(=O)(=O)N(C)C)ccc3C)c2n1	-11	101	-7	99	-7	27	-3	99	-8	6.2	-5
COc1cc(S(=O)(=O)NCCCN2CCOCC2)ccc1Cl	0	82	-8	70	-6	0	-8	63	-11	0.1	-1
Brc1ccccc1-c1nnc2sc(Cc3ccccc3)nn12	4	98	0	99	-4	1	-6	97	0	0.2	2
CC(=O)Nc1ccc(S(=O)(=O)Nc2nccc(/C=C/c3ccc(Cl)cc3)n2)cc1	-1	92	-1	97	-1	-1	0	101	-2	-0.1	-1
O=C(NCCN1CCCC1)c1ccc2c(=O)n(CCc3ccccc3)c(=O)[nH]c2c1	-3	99	-2	98	-1	1	0	97	0	0.1	0
CCOc1cc2c(C#N)c(N3CCCCC3)nc(N)c2c(N)n1	0	102	-9	103	-6	1	-10	108	-9	1.7	0
CCOC(=O)Nc1cc(Br)c2c(c1)OCCO2	0	99	-5	101	-5	1	-10	99	0	0.1	4
Cc1ccc(C(=O)N2CCCC(c3ccc(Cl)cc3)=N2)cc1	1	103	0	104	-3	6	-3	102	-4	0.1	-4
